SRC1 TRFRET art: counter-screen for PPARgamma SRC-1 recruitment agonists: TR-FRET artefact; TR-FRET detection artefact counter-screen, emission ratio; stronger effect = higher value; TR-FRET ratio at 8 µM; hit rate 0.34% among 99,000; AID 1051; in the data active = TR-FRET ratio above about 2300; also: inactives centre near 1800; reference of the scale not given here
SRC3 TRFRET art: counter-screen for PPARgamma SRC-3 recruitment agonists: TR-FRET artefact; PPARgamma/SRC-3 format; stronger effect = higher value; TR-FRET ratio at 8 µM; hit rate 0.39% among 99,000; in the data active = TR-FRET ratio above about 2000; also: inactives centre near 1600; reference of the scale not given here
The depositor's hits bear a star. Not all compounds are listed; count on the stated rates, not on these rows.

SMILES	SRC1 TRFRET art	SRC3 TRFRET art
c1cnc(N2CCNCC2)nc1	1553	1284
Cc1ccsc1C(=O)C1CCCN(Cc2ccc(O)cc2)C1 (stereo not drawn)	1885	1473
Cc1ccsc1C(=O)C1CCCN(Cc2cc(C(C)C)n[nH]2)C1 (stereo not drawn)	1647	1447
Cc1ccc(CNCCc2ccccc2F)cc1	1718	1781
O=C1CN=C(c2ccc(Br)cc2)c2c(sc3c2CCCC3)N1CCN1CCCCC1	1877	1684
CCC(C)n1c(O)c(/C=N/N2CCOCC2)c(=O)[nH]c1=S (stereo not drawn)	1683	1605
Cc1ccc(Sc2ccc(C=C3C(=O)N(C)C(=O)N(C)C3=O)o2)cc1	1690	1494
CC(Cc1ccccc1)NC(=O)/C=C/c1ccc(Cl)cc1 (stereo not drawn)	2058	1635
Cc1ccccc1NC(=S)NC(NC(=O)CF)C(Cl)(Cl)Cl (stereo not drawn)	1851	1704
COc1ccc(NC(c2ccccc2F)P(=O)(Oc2ccccc2)Oc2ccccc2)cc1 (stereo not drawn)	2101	1736

Compound profiles, from the list above. Values in the order: SRC1 TRFRET art, SRC3 TRFRET art
c1cnc(N2CCNCC2)nc1 is entered as 1553, 1284
CC(Cc1ccccc1)NC(=O)/C=C/c1ccc(Cl)cc1 (stereo not drawn) is entered as 2058, 1635
CCC(C)n1c(O)c(/C=N/N2CCOCC2)c(=O)[nH]c1=S (stereo not drawn) is entered as 1683, 1605
COc1ccc(NC(c2ccccc2F)P(=O)(Oc2ccccc2)Oc2ccccc2)cc1 (stereo not drawn) is entered as 2101, 1736

(more compounds)
SMILES	SRC1 TRFRET art	SRC3 TRFRET art
Oc1ccc2ccccc2c1CN1CC=C(c2ccccc2)CC1	1582	1436
CC(C)CCN1CCN(Cc2c(F)cccc2Cl)CC1CCO (stereo not drawn)	1823	1759
COc1cc(OC)c(OC)cc1/C=C1\C(=O)NC(=O)N(Cc2ccccc2)C1=O	1671	1525
OC(c1ccncc1)(c1ccc(F)cc1)c1ccc(F)cc1	1656	1516
CN1CC=C(c2c[nH]c3ccccc23)CC1	2026	1696
CN1CCN(c2cc(N3CCCCCC3)c(F)cc2[N+](=O)[O-])CC1	2131	1622
Cc1ccsc1C(=O)C1CCCN(Cc2cnn(C)c2)C1 (stereo not drawn)	1740	1424
CC(C)(C)NC(=O)C1CC2CCCCC2CN1 (stereo not drawn)	2054	1590
CC(C)N1C(=O)NC(=O)C2(Cc3cc([N+](=O)[O-])ccc3N(C)C2c2ccccc2)C1=O (stereo not drawn)	1908	1548
O=C1NC(=O)C(=Cc2cc3c(cc2[N+](=O)[O-])OCO3)C(=O)N1	1620	1282
COc1ccc(C(=O)Oc2cccc3cccnc23)cc1S(=O)(=O)N1CCOCC1	1900	1379
Cc1nc2ccccc2c(=O)n1-c1ccc(Br)cc1[N+](=O)[O-]	1786	1610
O=C(/C=C/c1ccc2c(c1)OCO2)c1c(O)n(CCC2=CCCCC2)c(=O)[nH]c1=O	1748	1561
COc1cccc(NP(=O)(Oc2ccc(Cl)cc2)Oc2ccc(Cl)cc2)c1	1755	1459
Cc1nn(Cc2ccccc2Cl)c(C)c1C(=O)OCC(=O)NC1CCS(=O)(=O)C1 (stereo not drawn)	1960	1611
O=c1c2ccccc2nc(C[n+]2ccccc2)n1-c1cccc(C(F)(F)F)c1	1879	1757
O=[N+]([O-])c1ccc(N2CCCC2)c2ncccc12	1657	1561
COc1c2c(cc3c1OCO3)CC[N+](C)=C2	1760	1514
Cc1ccc(-n2c(C)cc(/C=C3/C(=O)NC(=O)N(C)C3=O)c2C)cc1	1744	1604
O=C(COc1ccccc1)c1cn(Cc2ccccc2)c2ccccc12	1760	1605
COc1cc(C)c(-c2nc(CN3C[C@@H]4C[C@@H](C3)c3cccc(=O)n3C4)c(C)o2)cc1C	1900	1661
CCCCC(C)C(OC(=O)CC(CC(=O)O)C(=O)O)C(CC(C)CC(O)CCCCC(O)CC(O)C(C)N)OC(=O)CC(CC(=O)O)C(=O)O (stereo not drawn)	1652	1494
O=P(N[C@@H](c1ccccc1)[C@@H]1C[C@H]1CO)(c1ccccc1)c1ccccc1	1574	1549
CCOc1cc(C2C(C#N)=C(N)Oc3c2c(=O)oc2ccccc32)ccc1OC(=O)c1cccs1 (stereo not drawn)	1828	1972
CCN1CCN(S(=O)(=O)c2cnc(Cl)c(Br)c2)CC1	1797	1324
O=c1[nH]c(=O)n(-c2ccc(Cl)cc2)c(O)c1C=Nc1ccc(S(=O)(=O)Nc2nccs2)cc1	1821	1649
CCCC/C(C)=C/[C@@H](NP(=O)(c1ccccc1)c1ccccc1)c1ccccc1	1649	1682
COc1cc(N2CCOCC2)ccc1/C=C1\C(=O)NC(=O)N(Cc2ccc3c(c2)OCO3)C1=O	2137	1648
O=C1NC(=O)C(=Cc2ccc(OCC(=O)N3CCOCC3)cc2)C(=O)N1	1697	1747
C/C(=N\N1CCCCCC1)c1c(O)n(-c2ccccc2)c(=O)[nH]c1=O	1717	1634
COC(=O)N1C(c2ccccc2)C1c1ccccc1 (stereo not drawn)	1857	1761
COc1ccc(OC)c2c1CCC1NCCOC21 (stereo not drawn)	1743	1579
O=C(Nc1cccc(Cl)c1)c1c(O)c2c(n(Cc3ccccc3)c1=O)CCCC2	1601	1459
N#CCCn1cc(C=C2C(=O)NC(=O)NC2=O)c(-c2ccccc2)n1	2165	1569
O=C(O)[C@H]1NC[C@H]2C[C@H]21	1880	1570
O=C(N/N=C/c1c(O)n(Cc2ccccc2)c(=O)[nH]c1=O)c1ccccc1	1857	1737
FC(F)(F)c1ccc(CN2CCNCC2)cc1	1403	1412
COc1ccc(C2SCC(=O)Nc3c2c(=O)[nH]n3C2CCCCCC2)cc1OC (stereo not drawn)	1697	1688
O=C1NC(=O)C(CCc2ccncc2)(CCc2ccncc2)C(=O)N1CCc1ccc(F)cc1	1559	1449
CCN1CCN(C(=O)Cc2ccccc2OC)CC1	1710	1697
COc1ccc(CN2CCN(Cc3ccccc3)CC2)c(OC)c1	1682	1482
C=CCN1C(=O)NC(=O)C(CCc2ccncc2)(CCc2ccncc2)C1=O	1923	1464
COc1ccc(N/N=C/c2c(O)n(-c3cccc(C)c3)c(=O)[nH]c2=O)cc1	1821	1549
C=Cn1ccnc1P(=S)(c1ccccc1)c1nccn1C=C	1693	1525
CC(C)(C)C(=O)c1cn(CC(=O)NCc2ccco2)c2ccccc12	1608	1549
CN1CCc2nc3sc(C(=O)NC4CC4)c(N)c3cc2C1	2161	1888
CN(C(=O)CNC(=O)OCc1ccccc1)c1ccc(Br)cc1C(=O)c1ccccc1Cl	1878	1468
CC1=C(C(=O)O)N2C(=O)[C@@H](NC(=O)CCCC(=O)O)[C@H]2SC1	1720	1452
COC(=O)C1=C(N)Oc2c(c(=O)oc3ccccc23)[C@]12C(=O)N(C)c1ccccc12	1851	1612
CN1[C@@H]2CC[C@H]1CC(OC(=O)C1C=Nc3ccccc31)C2 (stereo partly drawn)	1603	1588

4 entries drawn at random from those above:
SMILES	SRC1 TRFRET art	SRC3 TRFRET art
COc1ccc(OC)c2c1CCC1NCCOC21 (stereo not drawn)	1743	1579
CN1CCc2nc3sc(C(=O)NC4CC4)c(N)c3cc2C1	2161	1888
O=C(COc1ccccc1)c1cn(Cc2ccccc2)c2ccccc12	1760	1605
N#CCCn1cc(C=C2C(=O)NC(=O)NC2=O)c(-c2ccccc2)n1	2165	1569

(next part)
SMILES	SRC1 TRFRET art	SRC3 TRFRET art
COc1ccc(OC)c(/C=N/OC(=O)Nc2ccc(Cl)cc2)c1	1855	1653
c1ccc(-c2[nH]c[n+](CC3CO3)c2-c2ccccc2)cc1 (stereo not drawn)	1804	1826
O=C1NC(=O)N(c2ccccc2)C(=O)/C1=C/c1ccc2c(c1)Cc1ccccc1-2	1878	1554
CCNc1nc(Cl)nc(NC(C)C)n1	1714	1323
CN1Cc2c(c(C#N)c(N)n(C)c2=S)CC1(C)C	1780	1319
O=C(O)CCn1cc(C=C2C(=O)NC(=O)NC2=O)c(-c2ccc(Br)cc2)n1	1688	1730
Cc1ccnc(NS(=O)(=O)c2ccc(N=Cc3c(O)n(C)c(=O)n(C)c3=O)cc2)n1	1874	1591
Cc1cc(OC(=O)c2cccs2)c2c3c(c(=O)oc2c1)CCCC3	1855	1733
N/C(=N/[N+](=O)[O-])N1CCN(C(=O)c2ccc(Cl)cc2)CC1	1703	1565
CN(C)CCNC(=O)c1cccn(Cc2cc(C(F)(F)F)cc(C(F)(F)F)c2)c1=O	1549	1291
Cc1ccccc1NP(=O)(Oc1ccccc1F)Oc1ccccc1F	1472	1544
COC(=O)[C@@H]1C[C@H]1[C@@H](NP(=O)(c1ccccc1)c1ccccc1)c1ccccc1	1774	1429
c1ccc(CCn2nnnc2CN2CCC(n3nnc4ccccc43)CC2)cc1	1692	1482
O=c1[nH]c(=O)n(-c2ccccc2)c(O)c1C=NC12CN3CN(CN(C3)C1)C2	1833	1400
Cc1ccc[n+](CC(O)Cn2c3ccccc3c3ccccc32)c1 (stereo not drawn)	1846	1471
O=C(/C=C/c1ccccc1)c1c(O)n(CCc2ccccc2)c(=O)[nH]c1=O	1822	1619
CC1(C)CC(=O)C(C=NCCN2CCN(C(=O)Cc3ccc(F)cc3)CC2)=C(O)C1	1808	1513
O=C(CN1CC(c2ccccc2)CC1=O)Nc1ccccc1 (stereo not drawn)	2004	1662
O=C(Cn1nc(Cc2cccnc2)c2ccccc2c1=O)N1CCC2(CC1)OCCO2	2035	1646
CN1C(=O)C(=Cc2c(OCc3cnc(Cl)s3)ccc3ccccc23)C(=O)N(C)C1=O	1633	1523
O=C1NC(=O)N(Cc2ccccc2)C(=O)/C1=C\C=C\c1ccco1	1787	1600
N#CC1=C(N)Oc2c(c(=O)sc3ccccc23)C1c1ccncc1 (stereo not drawn)	1855	1364
OC1/C(=C/c2ccccc2F)N2CCC1CC2 (stereo not drawn)	1658	1365
CC(C)c1ccc(N2C(=O)NC(=O)/C(=C/c3cnc(-c4ccccc4)nc3)C2=O)cc1	1927	1712
CC(C)(C)NCC(O)c1cc(Cl)c(N)c(Cl)c1 (stereo not drawn)	1680	1673
CCc1ccc(CN2CCN(Cc3ccc(SC)cc3)CC2)cc1	1694	1478
CCN1CCN(Cc2ccc(C)cc2)CC1	1941	1827
O=c1[nH]c(=O)n(Cc2ccc(F)cc2)c(O)c1C=Nc1ccc(Cl)cc1	1405	1615
CC(C)(C)NC(=S)/N=C(\N)N[N+](=O)[O-]	1872	1556
CC1(c2ccc(Cl)cc2Cl)OCC(Cn2cncn2)O1 (stereo not drawn)	1790	1454
CCOC(=O)C(O)(c1ccc(NC(=O)Oc2ccccc2)cc1)C(F)(F)F (stereo not drawn)	1883	1600
C=CCN1C(=O)/C(=C/c2ccc(N3CCOCC3)o2)C(=O)NC1=S	1737	1408
COC(=O)N1CCN(C(=O)Cc2ccc(Cl)c(Cl)c2)C(CN2CCCC2)C1 (stereo not drawn)	1874	1412
O=C(CNC(=O)c1ccccc1Cl)Nc1ccc(Br)cc1C(=O)c1ccccc1	1873	1562
CCN(CC)S(=O)(=O)c1ccc(NN=C(C#N)C#N)cc1	1859	1666
Clc1ccc(OCC#CCN2CCOCC2)cc1	2175	1679
O=c1[nH]c(O)c(N=Nc2cccc(S(=O)(=O)N3CCOCC3)c2)c(=O)[nH]1	1755	1663
O=C1NC(=S)N(c2ccc(F)cc2)C(=O)/C1=C\c1ccoc1	1557	1306
COc1cc2c(cc1OC)C(C(=O)NCCC(C)C)C1CCCCN1C2=O (stereo not drawn)	1649	1518
CCn1c(O)c(/C=N/N2CCOCC2)c(=O)n(CC)c1=S	1935	1674
CN1/C(=C\C=C2C(=O)NC(=S)NC2=O)C(C)(C)c2ccccc21	1954	1625
CCOC(=O)c1sc(/N=C/c2c(O)n(-c3cccc(C)c3)c(=O)[nH]c2=O)c(C#N)c1C	1821	1626
CN1CCN(c2ncnc(Cl)c2N)CC1	1830	1713
N=Cc1c(O)n(-c2ccc(C34CC5CC(CC(C5)C3)C4)cc2)c(=O)[nH]c1=O	1612	1350
COP(=O)(OC)/C(C=O)=N/Nc1ccc([N+](=O)[O-])cc1	1778	1520
O=Cc1cn(Cc2ccc([N+](=O)[O-])cc2)c2ccccc12	1614	1315
CC(=O)N1CN(C(C)=O)CN(C(C)=O)C1	1589	1566
CN1CCN(c2cc([N+](=O)[O-])ccc2Cl)CC1	1766	1512
CN1CCc2c(C#N)c(Cl)nc(Cl)c2C1	1814	1581
CC(=O)Nc1ccccc1C(=O)OCc1cccc(F)c1	2039	1592

A section from further up, as a working copy:
SMILES	SRC1 TRFRET art	SRC3 TRFRET art
CN1/C(=C\C=C2C(=O)NC(=S)NC2=O)C(C)(C)c2ccccc21	1954	1625
CCOC(=O)c1sc(/N=C/c2c(O)n(-c3cccc(C)c3)c(=O)[nH]c2=O)c(C#N)c1C	1821	1626
CN1CCN(c2ncnc(Cl)c2N)CC1	1830	1713

Remaining list, next part
SMILES	SRC1 TRFRET art	SRC3 TRFRET art
O=C(c1cc(S(=O)(=O)N2CCC3(CC2)OCCO3)ccc1F)N1CCC2(CC1)OCCO2	1836	1533
CC(NCc1cccc(Cl)c1Cl)C(O)c1ccccc1 (stereo not drawn)	1631	1694
CN1C(=O)C(=CN2CCN(C(=O)c3ccco3)CC2)C(=O)N(C)C1=S	1650	1643
COc1ccc(Cn2c(O)c(C=Nc3c(C)n(C)n(-c4ccccc4)c3=O)c(=O)[nH]c2=O)cc1	1916	1696
CCC(CC)NC1CCCCC1OC (stereo not drawn)	1693	1587
O=C(c1ccc(Cl)cc1)C1CCCN(Cc2ccc3nonc3c2)C1 (stereo not drawn)	1608	1406
O=C(c1ccccc1F)c1cn(Cc2ccc(F)cc2)c2ccccc12	1854	1500
OC(CNC1CCCCC1)C(F)(F)F (stereo not drawn)	2045	1454
C/C(=N\Nc1ccccc1)c1c(O)n(Cc2ccccc2)c(=O)[nH]c1=O	1634	1439

High-throughput results as filed in PubChem.
